Bioassay records as filed in PubChem BioAssay.
Eya2 phos inh – Eya2 (human) phosphatase inhibition. O00167. recombinant Eya2, OMFP fluorescence dephosphorylation (OMFP is methylfluorescein phosphate). Potency, µM (titrated, usually from 76.9 µM), without a hit: top-dose activity, negative = inhibition, hits mostly inhibitors. hit rate 0.006% among 330,000. AID 488837; note: potency is the fitted concentration of half-maximal effect; % is set by controls: 0 for no effect and ±100 for the full control effect
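Eya2 (0.2 uM) preincubated 10 min at ambient with compound, then OMFP substrate added at 50 uM; 10 min reaction in 50 mM HEPES pH 7.5, 50 mM NaCl, 5 uM MgCl2, 0.05% BSA, 1 mM DTT. Fluorescence read at Ex 485/Em 525 nm.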
MBNL1-CUG inh – MBNL1-poly(CUG) RNA binding inhibition. Q9NR56. TR-FRET MBNL1-His/biotin-(CUG)12 binding, 665/545 ratio. Potency, µM (top dose mostly 57.5 µM), inactives show top-dose activity change, negative = inhibition, hits mostly inhibitors. hit rate 0.036% among 280,000. AID 2675; active = well fitted inhibition curve with a large enough effect in the signal ratio, with a control signal flat, not every such curve was filed as active; inconclusive = small, poorly fitted or top-dose-only effect, or effect the other way, or a change in a side signal; inactive = no such curve, though single readings can be large or run the other way; the % refers to the signal ratio; note: potency is the fitted concentration of half-maximal effect; % is set by controls: 0 for no effect and ±100 for the full control effect
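Ratiometric TR-FRET (665 over 545 nm, excitation 340 nm) tracks disruption of MBNL1-His/biotin-(CUG)12 complex after 60 min at room temperature, with compounds at 92 nM to 58 uM final.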
hERG WT inh – inhibitors of human wildtype KCNH2 potassium channel | U2OS, BacMam KCNH2, thallium flux FluxOr; hits give low values | activity change, % at 1.84 µM | hit rate 0.37% among 340,000 | AID 720551;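 active = maximum activity change below -70%; inconclusive = maximum activity change between -70% and -50%; inactive = maximum activity change above -50%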; note: % is set by controls: 0 for no effect and ±100 for the full control effect
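U2OS cells transduced with wild-type KCNH2 virus are loaded with FluxOr dye for 45 min, and thallium flux is measured in kinetic reads before and after stimulation buffer. Rate constants are normalized to DMSO controls.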
TSHR antag – antagonists of human thyroid stimulating hormone receptor | TSHR-expressing cells, TSH-stimulated cAMP HTRF, 2 h; hits give low values | P16473 | activity change, negative = inhibition, % at 11.5 µM | AID 504810 | hit rate 0.2% among 330,000;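 active = activity change below a set negative limit, meaning inhibition stronger than a set level, cut at about -70% in these data; inconclusive = activity change between two set negative limits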; note: % is set by controls: 0 for no effect and ±100 for the full control effect
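TSHR-expressing cells, 200/well, pre-treated with compound, then stimulated with EC80 TSH (4nM final) for 2 hours at 37 deg C. cAMP measured by competitive HTRF: anti-cAMP cryptate antibody in lysis buffer plus cAMP-d2, read after 30 minutes at room temperature.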
S-ASM inh – human S-ASM enzyme inhibition; P17405; placental ASM, HMU-PC fluorogenic substrate, 60 min; Potency, µM (titrated, usually from 57.5 µM), inactives show at the top dose activity change, negative = inhibition, hits mostly inhibitors; hit rate 0.006% among 340,000; note: potency is the fitted concentration of half-maximal effect
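Fluorogenic HMU-PC substrate (9 uM final) is turned over by placental ASM in 60 min at 37 C after a 10 min compound preincubation. Reaction ended by alkaline stop (pH 10), with fluorescence read at 386/447 nm.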
Menin MLL FP TR – inhibitors of human menin-MLL interaction, mutant MLL peptide | O00255 | Menin + Texas Red MLL mutant peptide, fluorescence polarization | hit rate 0.23% among 270,000 | Potency, µM (titrated, usually from 61.6 µM), inactives show top-dose FP activity change, negative = inhibition, actives largely listed as inhibitors; active = well fitted inhibition curve with a large enough effect in the polarisation, with a control signal flat, not every such curve was filed as active; inconclusive = small, poorly fitted or top-dose-only effect, or effect the other way, or a change in a side signal; inactive = no such curve, though single readings can be large or run the other way; the % refers to the polarisation; note: potency is the fitted concentration of half-maximal effect; % of control where 0% means no effect; many of its hits are not listed in these tables
Target sequence (O00255 whole entry, looked up): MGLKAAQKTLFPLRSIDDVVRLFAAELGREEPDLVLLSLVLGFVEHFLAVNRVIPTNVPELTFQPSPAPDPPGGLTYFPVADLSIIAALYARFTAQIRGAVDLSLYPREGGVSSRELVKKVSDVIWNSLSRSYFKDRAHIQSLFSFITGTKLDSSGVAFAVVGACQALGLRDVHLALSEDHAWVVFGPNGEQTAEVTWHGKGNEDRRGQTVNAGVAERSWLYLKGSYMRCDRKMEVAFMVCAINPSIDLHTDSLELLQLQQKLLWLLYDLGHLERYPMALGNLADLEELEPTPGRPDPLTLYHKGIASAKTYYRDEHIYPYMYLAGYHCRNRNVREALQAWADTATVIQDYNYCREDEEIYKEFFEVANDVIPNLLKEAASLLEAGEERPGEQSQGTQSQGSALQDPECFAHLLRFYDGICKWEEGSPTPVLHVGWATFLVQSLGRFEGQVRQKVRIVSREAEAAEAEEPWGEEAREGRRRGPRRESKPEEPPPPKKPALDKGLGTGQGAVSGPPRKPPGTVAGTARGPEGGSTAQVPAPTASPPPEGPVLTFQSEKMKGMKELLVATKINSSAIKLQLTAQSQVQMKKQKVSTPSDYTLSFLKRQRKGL
PKM2 act – PKM2 (human) enzyme activation; hit rate 0.34% among 260,000; Potency, µM (highest dose often 57.5 µM), for the others: at the highest dose activation, hits mostly activators; AID 1631; purified PKM2, Kinase-Glo ATP luminescence, activation; response scale: 0% is enzyme alone, no compound; note: potency is the fitted concentration of half-maximal effect; % is set by controls: 0 for no effect and ±100 for the full control effect; nearly all actives have a fitted effect of over 55% in size
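ATP formation by purified human PK-M2, quantified via coupled luciferase luminescence after 1 h at room temperature with 0.1 mM ADP and 0.5 mM PEP final.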
GALK inhibitor – inhibitors of human galactokinase; P51570; Purified GALK, Kinase-Glo residual ATP luminescence; Potency, µM (doses to about 57.5 µM), for inactives: at the top dose activity change, negative = inhibition, most hits filed as inhibitors; hit rate 0.007% among 270,000; AID 1868; note: potency is the fitted concentration of half-maximal effect; % is set by controls: 0 for no effect and ±100 for the full control effect
Target sequence (P51570 whole entry, looked up): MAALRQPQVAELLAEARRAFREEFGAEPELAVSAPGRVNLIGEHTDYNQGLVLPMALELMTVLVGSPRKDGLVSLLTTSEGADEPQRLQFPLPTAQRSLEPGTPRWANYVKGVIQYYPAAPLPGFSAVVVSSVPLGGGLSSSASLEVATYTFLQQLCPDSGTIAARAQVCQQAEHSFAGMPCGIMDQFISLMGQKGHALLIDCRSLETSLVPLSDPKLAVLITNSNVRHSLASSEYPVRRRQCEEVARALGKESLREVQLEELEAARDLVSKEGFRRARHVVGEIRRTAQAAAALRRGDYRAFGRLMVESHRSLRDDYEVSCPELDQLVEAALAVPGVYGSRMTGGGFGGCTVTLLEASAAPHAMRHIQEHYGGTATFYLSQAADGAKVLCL
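5 nM enzyme, 35 uM ATP, 100 uM galactose, 20 mM HEPES pH8.0, 5 mM MgCl2; 1 h RT; residual ATP by Kinase-Glo Plus luminescence, qHTS format.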
USP2a inh – blocks human ubiquitin-specific protease USP2a | O75604 | USP2 core, Ub-CHOP2 coupled fluorogenic reporter, 485/531 | Potency, µM (top dose mostly 38.3 µM), for inactives: top-dose activity change, negative = inhibition, most hits filed as inhibitors | hit rate 0.01% among 330,000 | AID 463254;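 note: potency is the fitted concentration of half-maximal effect; plate controls were DMSO wells for no effect and full inhibition by NEM control for full effect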
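Cell-free coupled assay: 10nM USP2 core preincubated 30min RT with compound in Tris-HCl pH 8.0/CaCl2/CHAPS buffer, then 25nM Ub-CHOP2 and 25nM reporter substrate; fluorescence (Ex 485/Em 531) read after 60min RT, normalized to NEM inhibition, concentration-response curves fitted.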
BCR signal inh – chronic active BCR signaling inhibition. ABC-DLBCL IkBa-CBG/CBR reporter, luminescence ratio, 4 h. Potency, µM (highest dose often 46.1 µM), for inactives: top-dose ratio change, negative = lower green/red ratio, actives largely listed as inhibitors. hit rate 0.05% among 340,000; active = well fitted inhibition curve with a large enough effect in the signal ratio, with a control signal flat, not every such curve was filed as active; inconclusive = small, poorly fitted or top-dose-only effect, or effect the other way, or a change in a side signal; the % refers to the signal ratio;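 note: potency is the fitted concentration of half-maximal effect; plate controls were basal doxycycline-induced cells for no effect and cells given 10 µM MG132 for full effect; MG132 reads +100%, hits lower the ratio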
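Compounds up to 46 uM were incubated four hours with TMD8 cells whose green CBG68 luciferase is fused to IkappaBalpha; red CBR luminescence normalised the signal, and concentration-effect curves were fitted to fusion, red and ratio data.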
Mito fusion act – inhibitors of mitochondrial division or activators of mitochondrial fusion; S. cerevisiae fusion-defective mutant growth rescue, CellTiterGlo 48 h; Potency, µM (titrated, usually from 46.1 µM), for the others: at the top dose growth rescue (activation), most hits filed as activators; hit rate 0.23% among 320,000; AID 485298;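 note: potency is the fitted concentration of half-maximal effect; % of control where 0% means no effect; nearly all actives have a fitted effect of over 45% in size; temperature-sensitive fusion mutants such as fzo1-1 at 37 °C on non-fermentable ethanol glycerol medium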
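Yeast fusion mutant, YPEG (non-fermentable carbon), compound, 48 h at 37C non-permissive; CellTiterGlo added, 10 min RT, luminescence read. Rescued growth = division inhibition.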
Active calls of the source: *; ? = inconclusive; · = not tested or not shown; [ ] = another dose, or the depositor's remark. Unless noted, calls come from the whole dose curve; as a rule, active = well fitted curve in the direction sought with a large enough effect; inconclusive = small, poorly fitted or top-dose-only effect, or another doubt; inactive = no such curve, though single readings can be large; an effect the other way counts as inactive or inconclusive. The list is partial. The share of hits here may be higher or lower than overall.

SMILES	Eya2 phos inh	MBNL1-CUG inh	hERG WT inh	TSHR antag	S-ASM inh	Menin MLL FP TR	PKM2 act	GALK inhibitor	USP2a inh	BCR signal inh	Mito fusion act
COC(=O)c1ccccc1NC(=O)CSc1nnc(C(CO)NC(=O)c2ccccc2)n1C (configuration not stated)	-9%	-3%	13	-2	38%[activator]	0%	-1%	2%	3%	-2%	2%
CC(=O)Nc1ccc(NC(=O)CCCn2cnc3ccccc3c2=O)cc1	-5%	-17%	2	9	4%	0%	·	-1%	0%	5%	2%
NNC(=O)CCCCCCCCCCOCCCCO	-12%	-4%	1	-5	-2%	·	-16%	5%	-2%	-8%	-15%
CN1C(=O)c2cccc3c(N(C)C)ccc(c23)C1=O	?	?	-12	-5	-7%	-5%	-1%	6%	5%	-1%	2%
CC(=O)N1CCCc2cc(S(=O)(=O)NCc3ccc(C)cc3)ccc21	-5%	?	-7	-9	0%	?	1%	2%	0%	-5%	0%
Cc1ccc(/C=C(/C#N)c2nc(CCN3C(=O)c4ccccc4C3=O)cs2)cc1	-2%	-2%	-7	-17	51%	7%	0%	-1%	2%	-6%	-2%
COc1cc(/C=N/N2C(=O)C3C4C=CC(CC4)C3C2=O)ccc1O (configuration not stated)	1%	-1%	3	12	19%	-13%	-2%	2%	0%	-16%	-3%
CCOC(=O)c1cn2nc(Oc3ccc(C#N)cc3)ccc2n1	-1%	-1%	0	4	5%	·	-7%	-2%	1%	2%	1%
OCc1ccc(OCCCOc2cccc3cccnc23)cc1	16%	-11%	-14	2	0%	-21%	-10%[11.5 µM]	6%	-1%	0%	3%
Cc1ccc2c(c1)nnc1nnc(SCC(=O)O)n12	-3%	?	2	7	2%	·	0%	5%	2%	1%	0%
O=C(N/N=C/C1CCCCC1)c1ccccn1	21%	-5%	-2	9	3%	3%	-2%	-2%	0%	?	0%
C=CCOc1cccc(C2C(C(=O)c3cccs3)=C(O)C(=O)N2Cc2cccnc2)c1 (configuration not stated)	3%	10%	-3	11	-3%	-16%	-4%	11%	1%	-6%	3%
O=C(N/C(=C\c1ccc(Cl)cc1)C(=O)N1CCOCC1)c1ccc([N+](=O)[O-])cc1	1%	?	2	5	-3%	-1%	2%	1%	-7%	1%	21%
CC(C)NC(=S)NC1(C)CCS(=O)(=O)C1 (configuration not stated)	3%	-12%	1	7	6%	0%	-5%	0%	3%	-1%	-6%
O=C(Cc1ccccc1F)Nc1cccc(S(=O)(=O)N2CCOCC2)c1	-29%	·	-3	-3	1%	·	·	·	-2%	-4%	·
COc1cc([N+](=O)[O-])ccc1NC(=O)Cc1ccc(F)cc1	-6%	?	3	1	-8%	1%	23%	1%	1%	?	23%
CCCc1nnc(NC(=O)CCS(=O)(=O)c2ccccc2)s1	-5%	-5%	-4	4	2%	-13%	3%	16%	0%	-18%	-8%
CCOC(=O)c1c(C)nc2c(c1C)/C(=N/O)CC(C)(C)C2	-8%[15.4 µM]	13%	-3	-8	6%	2%	25%	4%	1%	0%	1%
O=C(NCc1ccccc1)c1ccc(F)c(S(=O)(=O)N2CCOCC2)c1	11%	-16%	-2	-1	-3%	-4%	2%	-1%	1%	0%	1%
O=c1cc(CN2CCN(c3cccc(C(F)(F)F)c3)CC2)nc2sccn12	-9%	-18%	-9	-5	1%	·	0%	-3%	6%	-7%	-1%
Oc1cncc(-c2cccnc2)c1	17%	·	0	3	0%	·	·	·	-1%	-2%	-12%
O=C(NCCc1ccccc1)C1CCCN1C(=O)NCc1ccccc1 (configuration not stated)	-5%	-4%	9	3	0%	1%	-7%	4%	-1%	-1%	0%
COc1ccc(CCN2C(=O)CC(Cc3ccc(C)cc3)C2=O)cc1OC (configuration not stated)	2%	-5%	-2	3	-2%	-5%	0%	0%	1%	-6%	-3%
CCC(=O)N1CCN(c2ccc(Cl)cc2NC(=O)c2ccc(N3CCCC3)c([N+](=O)[O-])c2)CC1	-5%	-8%	7	0	-13%	-2%	1%	0%	1%	0%	-4%
Cc1ccc(Cl)cc1N1CCN(C(=O)c2ccccc2SCC(=O)N2CCCC2)CC1	-4%	·	-5	-8	-1%	·	·	·	2%	?	-2%
CCCn1c(=N)n(CC(=O)c2ccc([N+](=O)[O-])cc2)c2ccccc21	-4%	?	4	-12	-3%	?	-19%	-1%	-5%	?	-5%
CCCC(=O)NC(=S)NNC(=O)c1ccc([N+](=O)[O-])cc1	-4%	·	0	-6	2%	-8%	0%	1%	2%	-3%	-10%
Cc1nnsc1C(=O)NNc1c(Cl)cccc1Cl	-15%	·	-3	-6	3%	·	6%	7%	-1%	-12%	2%
Cc1nc(SCC(=O)Nc2ccccc2)c2oc3ccccc3c2n1	-16%	6%	-1	-18	-2%	?	-3%	-1%	3%	3%	-3%
COc1ccc(Nc2oc(COc3ccc(C)cc3)nc2C#N)cc1	-9%	0%	-3	-7	-7%	34%[activator]	12%	-5%	0%	-12%	12%
CCOC(=O)c1c(C)c(C(=O)NCCCOC(C)C)c(C)n1C	9%	3%	45	8	4%	-2%	-3%	1%	0%	-2%	-7%
COc1cccc(CC(=O)NC2CCCN(Cc3ccc(Cl)cc3)C2)c1 (configuration not stated)	-1%	-3%	25	-1	-2%	-22%	4%[11.5 µM]	-4%	-2%	1%	0%
COc1ccc2c(Cl)c(C(=O)NCCCn3ccnc3)sc2c1Cl	-10%	7%	-9	10	-10%	14%	-2%	-5%	1%	?	-5%
CC12CCC(C(=O)Nc3ncc([N+](=O)[O-])s3)(OC1=O)C2(C)C (configuration not stated)	0%	23%	18	-2	-1%	11%	4%	0%	1%	-10%	1%
COc1cccc(NS(=O)(=O)c2cc3c(cc2C)NC(=O)CO3)c1	12%	-9%	10	-4	0%	14%	1.8µM*	·	2%	?	-1%
COc1ccccc1CN(CC(=O)NCc1ccco1)C(=O)CNS(=O)(=O)c1ccccc1	-1%	5%	-3	0	-3%	3%	8%	-3%	4%	6%	-1%
CC1=NN(c2ccccc2)C(=O)C1N=Nc1ccc(N)cc1 (configuration not stated)	-4%	?	-2	-14	-7%	?	-3%	5%	-1%	?	25%
CC(C)N(Cc1nnc(-c2ccccc2Cl)o1)C(=O)c1cccc(C#N)c1	14%	-11%	·	6	·	-1%	1%	-1%	-2%	0%	4%
CC(Sc1nn(-c2ccccc2)c(=S)s1)C(=O)NCC1CCCO1 (configuration not stated)	20%	·	4	12	2%	·	·	·	2%	-1%	0%
CNC(=O)c1ccc(N(Cc2ccccc2)S(C)(=O)=O)cc1	-11%	-7%	-6	0	-2%	-2%	-3%	2%	1%	1%	5%
Cc1ccc(C(=O)OCC(=O)Nc2c(Cl)cc(S(N)(=O)=O)cc2Cl)o1	10%	-8%	11	-3	-1%	·	2%	·	4%	-2%	4%
CC(OC(=O)C1=NNC(=O)CC1)C(=O)Nc1ncc(Cl)cc1Cl (configuration not stated)	-2%	·	-12	-1	5%	-17%	0%	1%	-1%	4%	2%
O=C(NC(Cc1ccccc1)C(=O)O)/C(=C/c1ccccc1)NC(=O)c1ccco1 (configuration not stated)	-16%	-1%	-6	8	5%	-17%	12%	0%	4%	1%	-6%
CN(C(=O)c1cc2n(n1)C(C(F)(F)F)CC(c1ccco1)N2)c1ccc(OC(F)(F)F)cc1 (configuration not stated)	-26%	-3%	0	3	0%	14%	17%	1%	0%	-3%	1%
O=C(OC(C(=O)NCC1CCCO1)c1ccc(F)cc1)c1ccco1 (configuration not stated)	-7%	-3%	0	0	1%	-19%	-3%	-3%	0%	11%	0%
CCOc1ccc2nc(SCC(=O)NNC(=O)c3ccco3)c(C)cc2c1	-15%	-5%	3	-8	-5%	?	-1%	-1%	4%	10%	-4%
O=C(c1ccc2c(=O)n(Cc3ccccc3)c(=S)[nH]c2c1)N1CCOCC1	8%	4%	-4	-12	-1%	18%	12%	-2%	3%	6%	4%
